S3 lipid droplet: qHTS Assay for Lipid Storage Modulators in Drosophila S3 Cells; 320,000 compounds, 0.64% hits; Drosophila S3 cells, BODIPY lipid droplet fluorescence, 18-24 h; cells fed with added oleic acid; lipid storage change, negative = inhibition, % at the top dose, mostly 46.1 µM; hits show Potency in µM; active = well fitted inhibition curve with a large enough effect in the signal ratio, with a control signal flat, not every such curve was filed as active; inconclusive = small, poorly fitted or top-dose-only effect, or effect the other way, or a change in a side signal; the % refers to the signal ratio
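Laser-scanning cytometry quantifies lipid droplet accumulation (500–530 nm total intensity; droplet/cell object ratio) in oleic acid-fed (400 uM added) Drosophila S3 cells treated with a concentration series. 20 uM Triacsin C defined 100% inhibition.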
S3 lipid droplet cell count max: recorded beside S3 lipid droplet, whose call it bears; cell number change, %; measured here: cell count max response;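 cells counted by Cell Tracker Red CMTPX staining in the red channel; peak over a dose series mostly up to 46.1 µM; percent activity relative to internal control wells on each plate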
Active calls of the source: *; i = inactive; ? = inconclusive; / = not tested or not shown. % is scaled to controls: 0 for no effect and ±100 for the full control effect; potency is read from the fitted curve at half-maximal effect. An excerpt. The share of hits here may be higher or lower than overall.

The line under a structure holds: S3 lipid droplet | S3 lipid droplet cell count max
CC(NC(=O)C1CCN(S(=O)(=O)c2cccc3cccnc23)CC1)c1ccccc1 (stereo not drawn)
 : ? | /
CN1/C(=C/C2CC(=O)N(c3cccc4ccccc34)C2=O)C(C)(C)c2ccccc21 (stereo not drawn)
 : i | /
CC(C)(C)NC(=O)CN(C(=O)CNS(=O)(=O)c1ccccc1)c1ccc2c(c1)OCCO2
 : i | 26.4
Cc1cc[n+](-c2[nH]c(=O)sc2/C=N/NC([S-])=Nc2ccccc2)cc1
 : 2.6% | -7.1
COC(=O)c1cc2sc(Cl)cc2n1Cc1nc(-c2ccccc2)oc1C
 : ? | /
CC1CCN(S(=O)(=O)CCNC(=O)c2ccc(F)cc2)CC1
 : ? | /
CN(C)C(=O)CCC(=O)N1CCCC(C(=O)c2ccc(C(F)(F)F)cc2)C1 (stereo not drawn)
 : ? | /
Cc1cccc2c1ncc1c(=O)n(-c3ccccc3)[nH]c12
 : 26.0% | -5.0
O=C(Nc1ccccc1N1CCCCC1)c1ncoc1-c1ccc(F)cc1
 : i | /
Cc1cccc(N(CC(=O)NCC2CCCO2)C(=O)CCC(=O)Nc2nccs2)c1 (stereo not drawn)
 : ? | /
COc1cccc(CC(=O)Nc2ccc3nc(C)sc3c2)c1
 : 27.5% | 5.6
CN1C(=O)CC(N2CCC(c3nc4ccccc4[nH]3)CC2)C1=O (stereo not drawn)
 : ? | /
CNc1cc(CSc2ccc(Cl)cc2)nc(C)n1
 : ? | /
Cc1cccc(C)c1NC(=O)c1c(C)nn(-c2ccccc2)c1Cl
 : i | /
CC(C)c1ccccc1NC(=O)COC(=O)Cc1c[nH]c2ccccc12
 : ? | /
COc1cc(C(=O)Nc2cc(C(F)(F)F)ccc2N2CCOCC2)ccc1OCC(=O)N1CCOCC1
 : ? | /
Cn1c(SCC(=O)N2CC(=O)Nc3ccccc32)nnc1C(F)(F)F
 : ? | /
C/C(=N/NC(=O)c1ccco1)c1cccc(NC(=O)c2ccc(C)s2)c1
 : ? | /
O=C(NCc1cccnc1)C1CCN(S(=O)(=O)c2cccs2)CC1
 : ? | /
CC(=O)Nc1ccc(S(=O)(=O)N2CCC(C(=O)N[C@@H](C)C(=O)NC3CCCC3)CC2)cc1
 : i | 13.0
COc1ccc(/C=C/c2ccncc2)cc1OC
 : 12.7% | 2.0
Fc1ccc(CSc2nnc(Cc3sc(-c4ccccc4)nc3-c3ccccc3)o2)cc1
 : ? | /
O=C1C(Cl)=C(Nc2ccc3cn[nH]c3c2)C(=O)c2ccccc21
 : 5.8µM* | -29.2*
CCOC(=O)c1[nH]c(C)c(CN(CCc2ccc(OC)c(OC)c2)C(=O)CCCC(=O)O)c1C
 : 5.7% | -7.3
O=C(NNc1cc(C(F)(F)F)nc2ccccc12)Nc1cccc(Cl)c1
 : ? | /
O=C(/C=C/c1cccs1)N1CCN(c2ccc(O)cc2)CC1
 : 0.2% | -0.1
O=C(NCCc1ccccc1)C(=O)NCC1OCCN1S(=O)(=O)c1ccc(Br)cc1 (stereo not drawn)
 : ? | /
O=C(COc1ccc(Cl)cc1Br)NNC(=O)C(=O)N1CCCCC1
 : i | /
Cc1ccnc(NC(c2ccccc2O)c2oc(CO)cc(=O)c2O)c1 (stereo not drawn)
 : ? | /
COc1cc(C(=O)Nc2ccc(C(=O)NCC3CCCO3)cc2)cc(OC)c1OC (stereo not drawn)
 : i | -18.5
Cn1ccc(C(=O)Nc2sc3c(c2C(N)=O)CCCCC3)n1
 : 2.3% | 10.0
CC12CCC(=O)N1C(C(=O)Nc1ccccc1N1CCCCC1)CS2 (stereo not drawn)
 : ? | /
Nc1ccc(S(=O)(=O)c2ccc(N)c(N)c2)cc1
 : 2.0% | 15.7
O=C1c2ccccc2C(=O)N1CCOCCN1C(=O)c2ccccc2C1=O
 : 16.8% | -1.7
CCc1nnc(NC(=O)C2CCN(C(=O)c3ccccc3C)CC2)s1
 : ? | /
O=C(NCc1cccs1)c1nc2ncccn2n1
 : ? | /
CC1(C)CC(=O)C2=C(C1)Nc1ccccc1NC2c1ccc2c(c1)OCO2 (stereo not drawn)
 : 8.3% | 5.6
Cc1ncc(CO)c2c1Oc1nc(-c3ccccc3)nc(SCC(=O)Nc3cccc(O)c3)c1C2
 : ? | /
Cc1cccc(NCCC(=O)c2ccc(Br)cc2)c1
 : ? | /
Cc1nc2ncnn2c(C)c1Cc1ccc(Cl)cc1F
 : 0.1% | 14.4
CN(C)S(=O)(=O)N1CCC(Oc2ccc(C(=O)NC3CCCCC3)cc2)CC1
 : 0.3% | 7.0
CCc1c(C(=O)N/N=C/c2cn[nH]c2-c2ccc(F)cc2)csc1C
 : ? | /
CC(OC(=O)C1CSC2(c3ccc(F)cc3)CCC(=O)N12)C(=O)NC(N)=O (stereo not drawn)
 : ? | /
O=C(CSc1nnc(CNC(=O)c2cccs2)o1)Nc1ccccc1C(F)(F)F
 : ? | /
CCOc1ccc(Nc2ccc(S(=O)(=O)N3CCN(C)CC3)cc2[N+](=O)[O-])cc1OCC
 : ? | /
CC(=O)c1ccc(S(=O)(=O)N(CC(=O)NC2CC2)Cc2ccc(F)cc2)cc1
 : ? | /
CC1=C(C(=O)Nc2ccccc2F)C(c2ccsc2)C2=C(CC(c3ccccc3)CC2=O)N1 (stereo not drawn)
 : 8.7% | 6.9
Cc1ccc(C(=O)Cn2c(=N)n(N)c3ccccc32)cc1
 : ? | /
COc1cccc(CN2CCN(C(=O)c3cc(-c4cccnc4)nc4ccc(C)cc34)CC2)c1
 : ? | /
O=C(Nc1ccc(Cc2ccncc2)cc1)C1CC1
 : ? | /
CC(/C=C/c1ccccc1)=N/NC(=O)c1nc2nc(C)cc(C)n2n1
 : i | /
CCN1C(=O)N[C@@H](c2ccc(Br)cc2)C(C(=O)OC)=C1C
 : ? | /
N#CCSc1nnc(SCC#N)s1
 : 10.9% | 14.0
CCCC12CN3CC(C)(CN(C1)C3c1ccc(OC)cc1)C2=O (stereo not drawn)
 : 26.3% | 2.6
CCN(CC)c1ccc(N=Cc2ccccc2[N+](=O)[O-])cc1
 : ? | /
CC(C)Oc1ccc(S(=O)(=O)N2CCOCC2)cc1NC(=O)C1CCCC1
 : 6.2% | -12.0
NNC(=O)c1cccnc1Oc1ccccc1
 : ? | /
Oc1ccc(Br)cc1-c1nc2cnccn2c1NC1CCCCC1
 : ? | /
COCCOC(=O)c1[nH]c2c(c1C)C(=O)CC(c1ccc(OC)cc1)C2 (stereo not drawn)
 : ? | /
Cc1c(C(=O)NCc2ccccc2)cnn1-c1ccccc1
 : ? | /

(listing goes on)
molecule | S3 lipid droplet | S3 lipid droplet cell count max
COc1cccc(-c2nc3n(n2)C(c2ccc4c(c2)OCO4)C(C(N)=O)=C(C)N3)c1 (stereo not drawn) | ? | /
Cc1ccc(S(=O)(=O)NCCCCCC(=O)Nc2nccs2)cc1 | ? | /
O=C(O)c1ccc(Cn2cc(/C=C\[N+](=O)[O-])c3ccccc32)o1 | ? | /
COC1=C(Nc2ccccc2OC)C(=O)c2ccccc2C1=O | ? | /
Cc1ccccc1-n1c(SCc2c(C)noc2C)nnc1-c1c[nH]c2ccccc12 | 10.8% | -18.5
COc1cccc(C(=O)Nc2ccc(S(=O)(=O)Nc3onc(C)c3C)cc2)c1 | ? | /
COc1cccc(NC(=O)NNC(=O)COc2ccc3ccccc3c2)c1 | -26.3% | -7.9
Cc1cccc(C)c1N1CCN(C(=O)Nc2ccc3c(c2)OCCO3)CC1 | -8.6% | -3.0
CN1CCN(C(=O)c2cnn(-c3ccccc3)c2NC(=O)c2ccccc2)CC1 | -2.1% | 11.5
CCSc1nnc(NC(=O)NC2CCCCC2)s1 | ? | /
Cc1ccc(C(OCCN(C)C)c2cccc(C(F)(F)F)c2)cc1 (stereo not drawn) | 1.5% | -2.0
CN(C)c1ccc(NC(=O)c2ccc([N+](=O)[O-])cc2Cl)cc1 | ? | /
COc1ccc(C2=NS(=O)(=O)N(C)C(C(=O)N(C)Cc3ccccc3)=C2)cc1OC | ? | /
CC(=O)c1cc2c(cc1N(C(=O)Cn1nnc3ccccc31)C(C(=O)NCCC(C)C)c1cccnc1)OCO2 (stereo not drawn) | ? | /
CC1=CC(C)C2C(=O)N(CCCN(C)C)C(=O)C2C1 (stereo not drawn) | ? | /
CCC(=O)OCc1c(C(F)(F)F)nn(C)c1Oc1cccc(C(F)(F)F)c1 | -9.8% | 10.7
C[C@@H]1CC=C[C@H]2[C@H]1C(=O)N(Cc1ccccc1)[C@H]2c1ccc2ccccc2c1/C=C/c1ccccc1 | 3.2% | 11.1
c1coc(-c2nnc(-c3ccco3)nn2)c1 | ? | /
O=C(NC(=S)Nc1ccccc1N1CCCC1)c1ccccc1Br | ? | /
CCN(CC)C(=O)C(=O)c1cccn1-c1cccc(-n2cccc2C(=O)C(=O)N(CC)CC)c1C#N | i | /
CCSc1nnc(NC(=O)CCc2ccc(OC)cc2)s1 | ? | /
Cc1ccn2cc(CCNC(=O)C3CCCCC3)nc2c1 | -0.4% | /
COc1ccc(C(=O)NNC(=O)CSc2nnc(C)n2C)cc1 | -3.3% | -15.2
CC1CN(S(=O)(=O)c2cccc(C(=O)N(CCc3ccccc3)Cc3ccccc3)c2)CC(C)O1 (stereo not drawn) | ? | /

An excerpt from above in order of molar mass, lowest first.
molecule | S3 lipid droplet | S3 lipid droplet cell count max
c1coc(-c2nnc(-c3ccco3)nn2)c1 | ? | /
COc1ccc(C(=O)NNC(=O)CSc2nnc(C)n2C)cc1 | -3.3% | -15.2
CCN(CC)C(=O)C(=O)c1cccn1-c1cccc(-n2cccc2C(=O)C(=O)N(CC)CC)c1C#N | i | /
CC1CN(S(=O)(=O)c2cccc(C(=O)N(CCc3ccccc3)Cc3ccccc3)c2)CC(C)O1 (stereo not drawn) | ? | /

(continued)
molecule | S3 lipid droplet | S3 lipid droplet cell count max
Cc1ccc(C)c(C(=O)Nc2cc(C)nn2-c2nc(C)cc(C)n2)c1 | ? | /
Cn1c(SCC(=O)Nc2ccc(F)cc2)nc2c(c1=O)SCC2 | ? | /
CCn1c(=O)cc(OCC(=O)NCCCN2CCCC2=O)c2ccccc21 | -18.8% | 18.0
O=C(Nc1ccc(NC(=O)c2cc3ccccc3o2)cc1)c1ccco1 | ? | /
FC(F)(F)c1ccccc1NC(=S)Nn1cnnc1 | ? | /
N/C(=N\OC(=O)CN1C(=O)c2ccccc2C1=O)c1ccc(Br)cc1 | ? | /
CCCCn1c(N)c(N(CC)C(=O)CCc2ccccc2)c(=O)[nH]c1=O | ? | /
COc1ccccc1NC(=S)N1CCCc2ccccc21 | ? | /
CC1CN(C(=S)SCCN2C(=O)CCC2=O)CC(C)O1 (stereo not drawn) | ? | /
COc1cc(OC)cc(C(=O)NCCOc2ccccc2)c1 | i | 7.3
CCC(C)[C@H](NC(=O)N1CCN(c2cccc(C(F)(F)F)c2)CC1)C(=O)OC (stereo partly drawn) | ? | /
C[C@H](NC(=O)c1nc[nH]c1C(=O)NCc1ccccc1)c1ccccc1 | ? | /
Nc1nc(CCl)nc(Nc2ccccc2)n1 | 9.2% | 18.4
CNS(=O)(=O)c1cccc(C(=O)NCC(C)(C)N2CCCCC2)c1 | ? | /
CN[C@@H]1CC[C@H](c2ccc(Cl)c(Cl)c2)c2ccccc21 | ? | /
COc1ccccc1OC(=O)c1ccc(SC)cc1OC | ? | /
COc1cc(CNCCNC(=O)c2nonc2N)ccc1OCc1ccc(Cl)cc1 | ? | /
O=C(CC1(O)C(=O)N(Cc2ccccc2Cl)c2ccccc21)c1ccco1 (stereo not drawn) | 13.1% | 0.5
O=C(/C=C/c1ccco1)Oc1cc(Br)cc(/C=N/NC(=O)c2ccccc2O)c1 | ? | /
COc1ccc(C(CNC(=O)c2cccc3cccnc23)N(C)C)cc1 (stereo not drawn) | ? | /
CCOc1ccc(CNC(=O)CN2C(=O)CSc3ccc(S(=O)(=O)N4CCOCC4)cc32)cc1OC | ? | /
Cc1cccc(OCCOC(=O)C2CCN(S(=O)(=O)c3cccs3)CC2)c1 | ? | /
Cc1cccc(N2CCN(C(=O)CC(NC(=O)c3ccccc3)c3ccccc3)CC2C)c1 (stereo not drawn) | ? | /
CN1CCCN(C(=O)c2cccc3ccccc23)CC1 | ? | /
O=C(NCc1ccncc1)c1cc(C(=O)C2CCCCC2)c[nH]1 | ? | /
COc1cccc(Nc2nc3ccccc3n3cnnc23)c1 | ? | /
CC(=O)CSc1nnc(-c2cnccn2)n1-c1ccccc1 | 18.3% | 21.1
S=c1[nH]nc(-c2ccccn2)n1/N=C/c1ccccc1 | i | 12.1
O=C(NN1C(=O)c2ccccc2NC1c1ccc([N+](=O)[O-])o1)c1ccc([N+](=O)[O-])cc1 (stereo not drawn) | ? | /
O=C(Nc1ccccc1O)N1c2ccccc2Sc2ccccc21 | ? | /
CC(=O)N1CCc2cc(S(=O)(=O)CCC(=O)N(C)Cc3ccco3)ccc21 | i | /

Quoted at random: six records from the list
molecule | S3 lipid droplet | S3 lipid droplet cell count max
O=C(Nc1ccccc1O)N1c2ccccc2Sc2ccccc21 | ? | /
O=C(NCc1ccncc1)c1cc(C(=O)C2CCCCC2)c[nH]1 | ? | /
S=c1[nH]nc(-c2ccccn2)n1/N=C/c1ccccc1 | i | 12.1
COc1cccc(Nc2nc3ccccc3n3cnnc23)c1 | ? | /
O=C(NN1C(=O)c2ccccc2NC1c1ccc([N+](=O)[O-])o1)c1ccc([N+](=O)[O-])cc1 (stereo not drawn) | ? | /
CC(=O)CSc1nnc(-c2cnccn2)n1-c1ccccc1 | 18.3% | 21.1
